Screens: PubChem, Broad Institute
PAX8 reporter: PAX8 transcriptional activity inhibition; RMG-I TPO-luciferase reporter, SteadyGlo, 24 h; inhibition, % at 12.6 µM; 360,000 tested, 1.2% active;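 active = mean replicate inhibition at least 60% with every replicate also reaching 60%; inconclusive = only one of the two criteria is met; inactive = mean below 60% and not all replicates reaching 60%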;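 also: luciferase light reporting Pax8 driven TPO promoter activity; plate controls were median of neutral control wells for no effect and mitoxantrone controls for full effect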
SIRT5 inh: inhibitors of human sirtuin-5 desuccinylase; inhibition, % at 15 µM; Q9NXA8; Purified SirT5, succinyl-peptide AMC, trypsin-coupled fluorescence; 330,000 tested, 1.1% active; in the data active = inhibition above about 15%; inconclusive = no clear call, values can overlap the other calls
Target sequence (Q9NXA8 whole entry, looked up): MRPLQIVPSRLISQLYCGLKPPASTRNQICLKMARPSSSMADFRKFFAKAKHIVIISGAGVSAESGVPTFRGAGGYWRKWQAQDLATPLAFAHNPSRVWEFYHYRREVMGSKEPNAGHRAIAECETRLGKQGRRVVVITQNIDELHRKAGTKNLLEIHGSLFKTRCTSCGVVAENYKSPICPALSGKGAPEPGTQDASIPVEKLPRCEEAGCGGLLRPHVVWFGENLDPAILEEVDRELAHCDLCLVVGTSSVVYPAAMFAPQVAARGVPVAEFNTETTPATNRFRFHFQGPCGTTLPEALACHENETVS
Casp6 inh: blocks human caspase-6 cleavage activity. purified caspase-6, Z-VEID-R110 cleavage fluorescence. 350,000 tested, 0.53% active. P55212. inhibition, % at 12.5 µM;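 active = mean inhibition across replicates at least about 35%, with every replicate also reaching that limit, limit read from the data; inconclusive = only one of the two criteria met; inactive = neither criterion met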;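 also: 0% = median of neutral control wells and 100% = no fluorescence left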
Target sequence (P55212 24-179 limits assumed): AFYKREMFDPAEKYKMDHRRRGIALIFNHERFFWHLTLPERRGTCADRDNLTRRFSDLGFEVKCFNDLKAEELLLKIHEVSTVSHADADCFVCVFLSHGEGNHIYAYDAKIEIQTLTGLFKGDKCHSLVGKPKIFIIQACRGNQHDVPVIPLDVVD
Target sequence (P55212 194-293 limits assumed): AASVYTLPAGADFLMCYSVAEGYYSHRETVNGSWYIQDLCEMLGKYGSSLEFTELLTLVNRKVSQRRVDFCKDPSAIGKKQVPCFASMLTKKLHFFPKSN
LGR2 inh: inhibitors of bursicon-induced Drosophila LGR2 receptor cAMP signaling | HEK293 LGR2, CRE-luciferase, bursicon-stimulated, 4 h | inhibition, % at 9.99 µM | 380,000 tested, 0.35% active | AID 720647;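 active = drop in luminescence signal, shown as inhibition above about 50% in the replicate tests, limit read from the data, passing the limit was not always enough; inconclusive = probably only some replicates passing the limit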;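 also: agonist challenge used bursicon conditioned medium at about half maximal strength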
DENV2 CPE rescue: inhibitors of DENV2 cytopathic effect. DENV2-infected cells, cytopathic effect rescue, plate reader. CPE inhibition, % at 9.99 µM. 350,000 tested, 1.7% active; in the data active = CPE inhibition above about 20%, passing the limit was not always enough; inconclusive = no clear call, values can overlap the other calls; tested in BHK-21 cells;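 also: 0% = median of neutral control wells and 100% = median of positive control wells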
ARNT-TACC3 inh: disruptors of human ARNT/TACC3 interaction. inhibition, % at 9.99 µM. AlphaScreen His-ARNT PAS-B/GST-TACC3 binding, luminescence; TACC3 fragment carries E629A point mutation. AID 623870. 390,000 tested, 0.66% active. Q9Y6A5;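 active = mean inhibition of replicates at least 50% and at least half of replicates each reaching 50%; inconclusive = half or more replicates reach 50% but mean below 50%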;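 also: 0% = complete ARNT plus TACC3 wells and 100% = ARNT alone without TACC3; many hits fall short of the cut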
EWS-Fli inh: EWS/Fli transcriptional activity inhibition | A673 NR0B1-luciferase reporter, viability-normalised | 350,000 tested, 0.67% active | AID 651661 | inhibition, % at 12.6 µM;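 active = mean inhibition of at least 50% after viability correction, with every replicate also passing that limit; inconclusive = mean reaches 50% but only one of two replicates passes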;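 also: firefly luciferase signal divided by Alamar Blue viability fluorescence both relative to DMSO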
* = called active by the depositor; ? = inconclusive; . = no result given.

Sample of the layout, 4 compounds:
SMILES	PAX8 reporter	SIRT5 inh	Casp6 inh	LGR2 inh	DENV2 CPE rescue	ARNT-TACC3 inh	EWS-Fli inh
CS(=O)(=O)N1[C@@H]2c3ccc(-c4ccc(F)cc4)c(=O)n3C[C@@H]2[C@@H](CO)[C@@H]1C(=O)O	-7	-15	-4	7	-3	0	-7
CN1CCN(c2nc(-c3ccc(Cl)c(Cl)c3)nc3ccccc23)CC1	.	0	-24	-18	.	-2	.
Cc1ccc(-n2ncc3c2CCCC3NC(=O)CCC2=NNC(=O)CC2)cc1C (stereo not given)	4	-11	0	0	-12	0	5
O=C1C2=C(CCCC2)C(=O)N1c1cccc(OCCBr)c1	7	-11	-4	-11	?	-2	-22

The list itself (from the top)
SMILES	PAX8 reporter	SIRT5 inh	Casp6 inh	LGR2 inh	DENV2 CPE rescue	ARNT-TACC3 inh	EWS-Fli inh
CS(=O)(=O)N1[C@@H]2c3ccc(-c4ccc(F)cc4)c(=O)n3C[C@@H]2[C@@H](CO)[C@@H]1C(=O)O	-7	-15	-4	7	-3	0	-7
CN1CCN(c2nc(-c3ccc(Cl)c(Cl)c3)nc3ccccc23)CC1	.	0	-24	-18	.	-2	.
Cc1ccc(-n2ncc3c2CCCC3NC(=O)CCC2=NNC(=O)CC2)cc1C (stereo not given)	4	-11	0	0	-12	0	5
O=C1C2=C(CCCC2)C(=O)N1c1cccc(OCCBr)c1	7	-11	-4	-11	?	-2	-22
O=C(c1ccccn1)N1C[C@H]2[C@@H](c3ccccc31)[C@H](CO)N2C(=O)Cc1ccccc1	-2	-2	4	5	3	36	-3
COc1ccc(OC)c(/C=N/NC(=O)CNC(=O)c2ccc(S(=O)(=O)N3CCOCC3)cc2)c1	22	.	0	.	-9	-4	12
COC(=O)[C@]12CCCCC=C1N(CCC1=CCCCC1)C(=O)[C@H](CC(=O)N1CCN(C(=O)C3CC3)CC1)C2	6	0	-1	7	-1	.	2
CN1/C(=C/C(=O)COC(=O)C2COc3ccccc3O2)C(C)(C)c2ccccc21 (stereo not given)	6	.	-4	20	?	-4	7
CC(OC(=O)C1COc2ccccc2O1)C(=O)N(C)c1ccccc1 (stereo not given)	10	-2	1	2	6	0	-3
Cc1ccc(S(=O)(=O)N(C)C[C@H]2Oc3ncc(C#CC4(O)CCCC4)cc3C(=O)N([C@H](C)CO)C[C@H]2C)cc1	.	1	-1	-2	21*	-7	3
Cc1ccccc1-n1c(C)nnc1SCC(=O)N(C)C1CCS(=O)(=O)C1 (stereo not given)	7	1	0	-3	-1	.	9
CC1CCCC(NC(=O)Cn2cc(Br)ccc2=O)C1C (stereo not given)	-10	-2	-3	-19	-6	-8	-6
C[C@@H]1CN([C@H](C)CO)S(=O)(=O)c2ccc(C#CC3(O)CCCC3)cc2O[C@@H]1CN(C)C(=O)Nc1ccc(F)cc1	.	3	-1	10	-3	4	12
C[C@H]1CN([C@@H](C)CO)C(=O)c2cc(NC(=O)c3ccncc3)ccc2O[C@H]1CN(C)S(=O)(=O)c1cn(C)cn1	.	-2	-1	-8	-4	3	-6
CC(C)C(=O)NC(C)C(c1cccs1)N1CCN(C)CC1 (stereo not given)	.	8	-1	-15	-2	-18	-8
O=C(CCC(=O)N1CCOc2ccccc21)Nc1ccccc1Cl	21	2	-2	15	3	9	-11
CC(=O)Nc1cccc(-c2cc(NC=O)c3ncc(-c4ccc(F)c(Cl)c4)n3c2)c1	10	-6	2	21	6	.	8
COCC(C)NCC(=O)NC(C)CCc1ccccc1 (stereo not given)	11	.	.	-6	.	1	.
CCOC(=O)c1c(NC(=O)c2ccccc2C(=O)O)sc2c1CCC2	-11	1	2	5	-1	-6	6
OC(CNC1CCCc2ccccc21)COc1ccc2ccccc2c1 (stereo not given)	11	-7	-3	6	9	15	7
C[C@H]1CN([C@@H](C)CO)C(=O)c2cccc(NC(=O)CCCCCC(=O)Nc3ccccc3N)c2O[C@@H]1CN(C)C(=O)Nc1ccc(C(F)(F)F)cc1	16	1	-2	0	2	.	.
CN(C)CC(C)(C)CNC(=S)Nc1ccc(S(=O)(=O)N2CCOCC2)cc1	22	-3	0	-2	-2	0	-1
CCCc1nc2ccc(NC(C)=O)cc2c(=O)n1Cc1cccc(Cl)c1	7	-2	3	-39	-6	-3	-10
Cc1cc(C)cc(N(CC(=O)O)S(=O)(=O)c2c(C)noc2C)c1	.	-3	-4	-8	-5	-2	13
CC(C)C(=O)NCCc1c[nH]c2ccccc12	5	.	.	-8	.	-4	.
CCOc1ccccc1CN1CCN(Cc2ccon2)CC1CCO (stereo not given)	19	3	-1	5	-4	-3	11
CCCN(C)C[C@@H]1Oc2cc(C#Cc3cccc(OC)c3)ccc2S(=O)(=O)N([C@H](C)CO)C[C@@H]1C	1	-3	-2	7	.	-4	13
O=C(O)c1ccc(O)c(N2C(=O)Nc3ccccc3N2O)c1	3	.	.	3	.	6	.
C[C@H](CO)N1C[C@H](C)[C@H](CN(C)S(=O)(=O)c2cccc(F)c2)Oc2ncc(/C=C/c3ccccc3)cc2C1=O	.	-2	0	-8	32	5	7
Cc1ccc(C(=O)N2CCC(N3CCC(C(=O)N4CCOCC4)CC3)CC2)cc1	-6	.	-1	-2	0	.	-8
C/C=C/c1ccc([C@H]2[C@H]3CN(C(=O)Nc4ccc(F)cc4)CCCCN3[C@H]2CO)cc1	14	1	1	-3	0	2	-7
CC(C)CC#Cc1ccc([C@H]2[C@H](CO)N3C(=O)CN(C(=O)NC4CCCCC4)C[C@@H]23)cc1	-21	3	3	18	-2	.	-26
COc1ccccc1NC(=O)N[C@H]1C=C[C@@H](CC(=O)N2CCC(Cc3ccccc3)CC2)O[C@@H]1CO	17	7	-3	4	-2	-10	-9
Cc1noc(C)c1C(=O)N(C)C[C@H]1OCc2ccccc2-c2ccccc2C(=O)N([C@@H](C)CO)C[C@@H]1C	-36	2	-1	5	-3	0	1
CN(C)S(=O)(=O)N1CCC(Oc2ccc(C(=O)N3C[C@H]4CC[C@H]3C4)cc2)CC1	16	-3	1	-11	-2	-13	.
CCN(CC)S(=O)(=O)c1ccc(Cl)c(NC(=O)COC(=O)c2ccc([N+](=O)[O-])o2)c1	15	-3	-3	10	5	-1	2
O=C(c1cccnc1)N1C[C@H]2[C@@H](c3ccccc31)[C@H](CO)N2C(=O)Nc1cccc(F)c1	5	0	-2	-2	-9	-1	-9
CCOC(=O)C1CCN(CCC(=O)Nc2ccc(Br)c(C)c2)CC1	3	-3	-3	6	-7	2	8
CCOC(=O)C1=C(c2ccccc2)NC(=S)NC1c1cccc([N+](=O)[O-])c1 (stereo not given)	27	.	-2	4	2	-2	8
O=C(CN1CCCCC1)Nc1ccc(C(F)(F)F)cc1Cl	5	-4	1	.	6	-7	-52
O=C(Nc1ccc(F)cc1)N1CCCCN2[C@H](CO)[C@@H](c3ccc(C#Cc4ccccn4)cc3)[C@H]2C1	0	-2	-3	14	0	8	3
COc1ccc(S(=O)(=O)Nc2ccccc2C(=O)NCc2cccnc2)cc1C	-5	-5	-1	33	-2	7	9
COc1ccc(C(=O)COC(=O)/C=C/c2ccccc2)cc1	-16	8	-2	4	-1	20	9
CCCC(NC(=O)CCc1c(C)c2cc3c4c(oc3c(C)c2oc1=O)CCCC4)C(=O)O (stereo not given)	0	-1	4	-7	1	.	43
CCOc1ccccc1NC1=C(Cl)C(=O)N(c2ccc(OC)cc2)C1=O	5	.	.	20	.	-21	.
CN(CC(=O)NCCc1ccccc1)CC(=O)Nc1cccc(F)c1	-8	3	-2	-7	-4	-6	4
COC(=O)c1ccc(C2C(C(=O)c3ccc(C)o3)=C(O)C(=O)N2c2cc(C)on2)cc1 (stereo not given)	-10	11	10	-1	2	30	6
Cc1ccc(C(=O)Nc2ccccc2C(=O)N2CCOCC2)cc1[N+](=O)[O-]	18	9	-1	-8	.	-5	-14
CCOC(=O)c1cc2c(n(-c3ccc(Cl)cc3)c1=O)CCCC2=O	10	-2	-4	.	-2	-1	11
CN1C(=O)C2(CCCCC2)C1c1ccccc1 (stereo not given)	4	.	-4	5	?	-3	-2
C/C=C/c1ccc([C@H]2[C@@H](CO)N(C(=O)c3cnccn3)C23CN(C(=O)C2CC2)C3)cc1	.	-4	1	-2	0	.	-7
CC(C)NC(=O)Nc1ccc2c(c1)C(=O)N([C@H](C)CO)C[C@H](C)[C@@H](CN(C)Cc1ccc(Cl)c(Cl)c1)OCCCC[C@H](C)O2	7	10	3	11	6	-1	14
Oc1ccc(C2C=C(c3ccc(F)cc3)Nc3ncnn32)cc1 (stereo not given)	-6	-3	3	-3	?	2	-8
O=C(c1c(F)cccc1F)N1CCN(CCOc2ccccc2)CC1	2	-3	-2	5	0	-3	-7
COc1ccc(/C(N)=N/OC(=O)c2cccs2)cc1OC	-240	-1	0	-75	-7	-13	-98
CCCOC(=O)C1NC(=O)N2C(C(=O)OCCC)C(C)(C)S[C@H]12 (stereo not given in full)	1	.	-1	8	-4	-3	7
C[C@@H]1CN([C@H](C)CO)C(=O)c2cc(NC(=O)C3CCCCC3)ccc2O[C@@H](C)CCCCO[C@@H]1CN(C)Cc1ccc(Cl)c(Cl)c1	.	-1	1	20	-1	-6	-10
N#C[C@H]1[C@H](c2ccccc2)[C@H](CO)N1C(=O)c1ccccc1F	-5	3	-1	6	-2	-4	-1
O=C(CN1CCOCC1)N1CCCCN2[C@H](C1)[C@@H](c1ccc(C#Cc3ccccc3F)cc1)[C@@H]2CO	3	0	0	-6	-4	-3	-3
Cc1nc(-c2ccc(S(=O)(=O)N3CCOCC3)cc2)cs1	.	-1	-1	-4	?	-3	4
(next part)
SMILES	PAX8 reporter	SIRT5 inh	Casp6 inh	LGR2 inh	DENV2 CPE rescue	ARNT-TACC3 inh	EWS-Fli inh
COc1ccc(C(C)=O)cc1COC(=O)c1ccc2ccccc2n1	19	-3	-7	3	0	-9	8
COc1cccc(/C=C/C(=O)OCC(=O)NC2CCCCCC2)c1	-4	.	1	-29	15	.	1
Cc1nnc(SCC(=O)Nc2nnc(SCc3cccc(Br)c3)s2)s1	-10	.	.	12	.	-7	.
O=C(CNc1cccc([N+](=O)[O-])c1)NCCCc1ccccc1	-1	-4	-4	-21	-4	.	-7
CCn1cnc2c1c(=O)n(CC(=O)O)c(=O)n2Cc1ccccc1	-7	-1	-3	1	0	-9	-4
CN(CC(=O)OCC(=O)c1c(N)n(C)c(=O)n(C)c1=O)S(=O)(=O)c1ccc(Cl)cc1	0	1	9	11	1	.	-10
O=C(NNC(=S)NC1CCCCC1)c1ccccc1O	-36	-2	0	-18	.	17	-11
O=C(NCCOc1ccccc1)[C@@H]1CCCN1C(=O)c1cccs1	-7	.	1	?	1	-9	2
Cc1cccc(S(=O)C(c2ccccc2)c2ccccc2)c1 (stereo not given)	-1	-4	-2	9	-1	6	8
COc1ccc([C@H]2N[C@]3(CCCN(Cc4ccc(C(F)(F)F)cc4)C3=O)[C@H]3C(=O)N(C)C(=O)[C@@H]23)cc1	11	-6	-1	6	3	.	-10
COc1ccccc1C(=O)O/N=C(\c1ccccc1)c1ccncc1	2	-1	-1	0	-7	1	3
Cn1c(=O)c2c(nc(OCc3cccnc3)n2Cc2ccccc2)n(C)c1=O	.	-2	-44	2	.	5	.
O=C(Nc1ccccc1F)N[C@@H]1CC[C@H](CCNS(=O)(=O)c2ccc(Cl)cc2)O[C@H]1CO	5	1	-1	-17	-6	0	5
Cc1c(N/C=C(\Cl)C(=O)C(F)(F)F)c(=O)n(-c2ccccc2)n1C	27	-2	0	.	-6	1	8
CCCOc1ccc(Cn2ccnc2)cc1[N+](=O)[O-]	3	.	.	0	.	-4	.
C[C@H](CO)N1C[C@H](C)[C@@H](CN(C)C(=O)C2CCOCC2)Oc2ncc(-c3ccncc3)cc2C1=O	.	-3	-2	10	-3	-11	-12
CC(=O)N[C@@H]1C[C@@H]2O[C@@H](CO)CC[C@@H]2O[C@@H]1CCc1ccc(-c2ccc(F)cc2)cc1	.	-2	1	.	5	.	-15
CC(=O)C(Sc1ncnc2sc3c(c12)CCCC3)C(C)=O	-1	0	0	1	-5	3	5
Cc1cccc(NC(=O)c2ccc([N+](=O)[O-])o2)c1C	?	1	-1	9	7	-2	19
